p97 ATPase inh: inhibitors of human p97 ATPase, primary screen, biochemical | inhibition, % at 8 µM | AID 1481, 2009 | 0.42% of 220,000 active | recombinant p97 ATPase, Kinase-Glo ATP luminescence, 3 h; in the data active = inhibition above about 15%;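 note: 0% = DMSO vehicle and 100% = wells lacking enzyme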
eIF4E-4G inh: eIF4E–eIF4G protein interaction inhibitors, primary screen, biochemical, uHTS, TR-FRET, eIF4GI fragment; 0.37% of 220,000 active; AID 782, 2007; TR-FRET eIF4E-eIF4GI(517-606) binding, 2 h; Eukaryotic translation initiation factor 4E (Mus musculus) + Eukaryotic translation …; inhibition, % at 21.7 µM;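 active = inhibition above about 30%, limit read from the data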;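 note: 0% = full FRET control wells and 100% = background wells lacking eIF4GI fragment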
S1P4 antagonist: S1P4 receptor antagonists, primary screen, cell-based. inhibition, % at 4.98 µM. Sphingosine 1-phosphate receptor 4 (Homo sapiens), O95977. 0.26% of 220,000 active. S1P4-expressing cells, antagonist mode, reporter read-out; in the data active = inhibition above about 29%;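 note: 0% = wells stimulated with agonist and 100% = vehicle wells without agonist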
Target sequence (O95977 whole entry, looked up): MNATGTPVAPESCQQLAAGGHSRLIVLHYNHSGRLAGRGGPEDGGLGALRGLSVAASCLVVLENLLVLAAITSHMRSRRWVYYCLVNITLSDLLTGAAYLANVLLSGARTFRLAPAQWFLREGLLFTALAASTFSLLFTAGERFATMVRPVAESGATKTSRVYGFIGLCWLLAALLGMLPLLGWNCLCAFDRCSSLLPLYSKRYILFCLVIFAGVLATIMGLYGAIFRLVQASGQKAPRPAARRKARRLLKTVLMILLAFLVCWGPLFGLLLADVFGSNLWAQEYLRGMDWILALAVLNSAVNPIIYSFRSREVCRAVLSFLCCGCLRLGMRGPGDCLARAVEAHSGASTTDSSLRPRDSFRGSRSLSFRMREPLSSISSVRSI
NPY2 pot ag: NPY-Y2 potentiators or agonists, primary screen, cell-based; activation, % at 3.6 µM; 0.45% of 220,000 active; cells expressing NPY-Y2, potentiator/agonist read-out; Neuropeptide Y receptor type 2 (Homo sapiens), P49146; AID 1359, 2008; in the data active = activation above about 27%;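 note: cells stimulated with NPY near EC25 plus isoproterenol at EC100; 0% = vehicle plus submaximal agonist and 100% = vehicle plus saturating agonist; some results beyond the cut were filed as inactive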
EP2 modulator: EP2 receptor modulators, cAMP readout, primary screen, cell-based, HTRF cAMP, PGE2 stimulation; Prostaglandin E2 receptor EP2 subtype (Homo sapiens), P43116; EP2-expressing cells, cAMP HTRF FRET, PGE2 co-stimulation; induction, % at 25 µM; 0.83% of 260,000 active; AID 940, 2007;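 active = compounds whose cAMP rise, as percent of the full-agonist control response, exceeds 60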;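 note: rat C6 glioma line stably carrying human EP2 under a CMV promoter; the protocol text gives 20 µM as final concentration; 100% = response of wells given 1 µM PGE2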
NPY-Y1 PAM-ag: NPY-Y1 receptor potentiators or agonists, primary screen, cell-based; Neuropeptide Y receptor type 1 (Homo sapiens), P25929; NPY-Y1 expressing cells, potentiator/agonist activation; activation, % at 3.6 µM; 0.37% of 220,000 active; in the data active = activation above about 33%, passing the limit was not always enough;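 note: cells stimulated with NPY at EC10 then isoproterenol at EC100; 0% = low agonist plus stimulus and 100% = saturating agonist plus stimulus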
Target sequence (P25929 whole entry, looked up): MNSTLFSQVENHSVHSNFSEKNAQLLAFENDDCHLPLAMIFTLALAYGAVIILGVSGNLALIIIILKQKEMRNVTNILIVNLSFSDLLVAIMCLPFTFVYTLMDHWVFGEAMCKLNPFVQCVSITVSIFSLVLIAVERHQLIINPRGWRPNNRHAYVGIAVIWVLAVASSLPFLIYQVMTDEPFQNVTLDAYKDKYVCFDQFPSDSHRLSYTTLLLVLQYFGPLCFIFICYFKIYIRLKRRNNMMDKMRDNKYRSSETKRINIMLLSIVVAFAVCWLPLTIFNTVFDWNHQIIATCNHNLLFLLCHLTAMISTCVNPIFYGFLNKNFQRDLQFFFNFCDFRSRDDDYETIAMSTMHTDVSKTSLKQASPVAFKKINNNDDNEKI
EP2 antag: human EP2 receptor antagonists, primary screen, TR-FRET cAMP, C6 glioma cells; 0.52% of 260,000 active; Prostaglandin E2 receptor EP2 subtype (Homo sapiens), P43116; inhibition, % at 25 µM; C6 glioma cells expressing human EP2; cells stimulated with saturating PGE2;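 active = percent inhibition above 40 after rounding to a whole number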;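 note: rat C6 glioma host cells with rolipram phosphodiesterase inhibitor present; the protocol text gives 20 µM as final concentration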
S1P4 ag: S1P4 receptor agonists, primary screen, cell-based. Sphingosine 1-phosphate receptor 4 (Homo sapiens), O95977. S1P4-expressing cell line, agonist reporter assay. activation, % at 4.98 µM. 0.35% of 220,000 active. AID 1509, 2009; in the data active = activation above about 11%;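 note: 0% = DMSO vehicle and 100% = reference agonist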
NPY-Y1 antag: NPY-Y1 receptor antagonists, primary screen, cell-based. HEK293-CNG Y1 cells, membrane potential fluorescence; NPY at EC95, then isoproterenol. inhibition, % at 3.6 µM. 1% of 200,000 active;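 active = inhibition above the campaign mean inhibition of all tested compounds plus 3 SD, cut at about 20% in these data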;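 note: 0% = DMSO wells given NPY plus isoproterenol and 100% = isoproterenol alone without NPY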
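Assay system: HEK293 cells with Y1 receptor plus CNG channel | Probe or stimulus: NPY (25 nM), isoproterenol (1 µM), Ro 20-1724 (25 µM) | Timing: Compound incubation 1 h at room temperature, readout 45 min post-stimulation | Measured by: Membrane-potential fluorescent dye readout | Benchmarks: High control isoproterenol alone, low control NPY with isoproterenol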
Starred values were filed as active, the others as inactive; . = no result given; & = joins results of further samples; [ ] = dose if it differs, or a comment.

SMILES	p97 ATPase inh	eIF4E-4G inh	S1P4 antagonist	NPY2 pot ag	EP2 modulator	NPY-Y1 PAM-ag	EP2 antag	S1P4 ag	NPY-Y1 antag
COC(=O)c1ccc(C(=O)OC)c(NC(=O)CCc2ccc(C)o2)c1	-4	-2	5	-14	-46	-39	13	0.3	2
CCc1nnc(NC(=O)CCC(=O)NCC2CCCO2)s1 (stereo not given)	5	-3	-9	3	3	16	18	-0.4	-3
O=C(c1ccco1)N1CCN(c2ncccn2)CC1	-1	-1	-43	0	12	18	10	-1.1	2
CC1(C(=O)NCc2cccnc2)CCC(=O)N1Cc1cccs1 (stereo not given)	7	-4	-17	5	18	19	.	-1.1	-3
CSc1nncc(/C(C)=N\Nc2ccccc2)n1	4	7	-7	3	8	-31	10	0.9	-1
Cc1ccc(S(=O)(=O)/N=C(/c2ccccc2)N(C)c2ccc(O)cc2)cc1	2	4	-13	5	14	-16	14	2.1	13
CC(Oc1ccccc1)C(=O)OCC(=O)N1CC(=O)Nc2ccccc21 (stereo not given)	4	-2	-8	-5	-7	14	5	0.7	-3
CCc1nc(SCC(=O)NCC2CCCO2)c2oc3ccccc3c2n1 (stereo not given)	3	11	1	3	3	-6	17	-1.1	-9
Cc1ccc(C(C)C)c(OCC(=O)NNC(=O)C(C(C)C)N2C(=O)c3ccccc3C2=O)c1 (stereo not given)	2	-3	-7	-2	1	4	26	-0.2	-3
CCOC(=O)c1sc(NC(=O)Nc2ccc(Cl)cc2)cc1C	6	-1	8	9	-1	24	19	0.9	-6
O=C(Nc1cccc(S(=O)(=O)N2CCOCC2)c1)c1ccc2c(=O)n3c(nc2c1)CCCCC3	1	-1	-21	-5	-56	-8	10	-0.6	0
O=C(CNCc1cccnc1)Nc1cc(C(F)(F)F)ccc1N1CCOCC1	2	2	5	-15	32	5	11	-0.1	.
Cc1noc(NS(=O)(=O)c2ccc(NC(=O)COc3ccc(Cl)cc3Cl)cc2)c1C	-2	.	2	0	2	-21	.	0.0	4
Cc1nn(Cc2ccc(F)cc2)c(C)c1NC(=O)c1cc2ncc(Br)cn2n1	2	21	-8	6	-19	0	5	0.9	2
CS(=O)(=O)N(CCc1ccccc1)CC(=O)N1CCCCC1	-6	-2	-11	-1	8	-3	9	-2.4	-4
O=c1cc(-c2ccccc2)nc(N2CCN(Cc3ccccc3)CC2)[nH]1	10	-14	1	4	-22	-18	7	-2.6	-5
COCC(=O)N1CCC(n2nnc3cc(C(F)(F)F)ccc32)CC1	5	1	5	-9	19	10	8	0.7	-2
Cc1c(NC(=O)COC(=O)c2ccc(S(=O)(=O)N3CCOCC3)cc2)c(=O)n(-c2ccccc2)n1C	2	3	0	-17	29	-2	5	-1.7	1
COc1ccc2oc(=O)c(C(=O)NCc3ccc4c(c3)OCO4)cc2c1	5	5[fluorescence artefact?]	-12	4	-37	-18	11	-1.8	5
C=CCN1C(=O)S/C(=C/c2ccc(Sc3nc4ccccc4[nH]3)o2)C1=O	4	9[fluorescence artefact?]	-10	2	-51	-37	11	-0.1	2
Fc1cccc(Cl)c1CSc1nnc(CNc2ccccc2)o1	1	3	0	3	-12	-9	7	1.6	0
Cc1noc(NS(=O)(=O)c2ccc(NC(=O)CCC3CCCC3)cc2)c1C	-1	-7	-4	1	12	-6	8	1.8	2
C=C1C(C(=O)Nc2ccc(F)cc2)C1C(=O)Nc1ccc(F)cc1 (stereo not given)	3	-6	-20	15	-12	1	8	1.5	-3
O=C(Cn1c(SCc2ccccc2)nc2ccccc21)N1CCOCC1	-2	-6[fluorescence artefact?]	-8	-3	7	-4	7	-1.4	1
Cc1cccc(/C=C2\CCC(C3CCCC3)C2=O)c1 (stereo not given)	2	2	6	0	4	-21	9	-0.4	1
CCOC(=O)c1ccc(N/C(=N\S(=O)(=O)c2ccccc2C)c2ccccc2)cc1	-2	2	-3	-2	49	-10	16	0.8	7
COc1ccc(OC)c(-n2c(C)nc3cc(C(=O)O)ccc32)c1	3	5[fluorescence artefact?]	-24	-7	10	1	11	2.5	-5
Cc1ccc(CNc2nc3c([nH]2)c(=O)n(C)c(=O)n3C)cc1	2	-1[fluorescence artefact?]	-8	-10	-9	12	11	-0.7	-9
CCOC(=O)N1CCN(c2c(N3CCc4ccccc4C3)c(=O)c2=O)CC1	5	4	-11	10	41	3	11	-0.4	-2
O=C(CCc1ccccc1)C(=O)N1CCCC(C(=O)c2cccc(Cl)c2)C1 (stereo not given)	-5	3	-6	-18	-27	-11	8	0.8	19
CCS(=O)(=O)n1nc(-c2ccc(Cl)cc2)nc1SC	-2	1[fluorescence artefact?]	-2	-1	15	-3	5	3.1	7
C=C(C)C1CC=C(C)/C(=N\NC(=O)CNc2ccccc2OC)C1 (stereo not given)	-2	2[fluorescence artefact?]	-16	-7	3	-16	4	-0.2	-3
Cc1cc(C)nc(SCC(=O)c2ccc([N+](=O)[O-])cc2)n1	1	-12	-15	-1	-5	11	17	-1.0	-2
Cc1ccc2cccc(NC(=O)c3ccc(Br)o3)c2n1	-3	0	6	-15	87*	-33	10	0.2	15
CC(=O)Nc1ccc2oc(-c3ccccc3Br)nc2c1	-2	4	15	-3	1	-15	.	-0.7	-10
Cc1noc(C)c1S(=O)(=O)N1CCN(C(c2ccccc2)c2ccc(Cl)cc2)CC1 (stereo not given)	3	-1	-6	4	-11	-14	5	4.8	2
COc1ccc2nc(SCC(=O)Nc3nccs3)[nH]c2c1	0	2	-13	-5	-50	2	3	3.8	2
O=C(O)CSC1c2ccccc2C(=O)N1Cc1ccccc1 (stereo not given)	4	10	-4	5	-2	12	12	2.1	5
Fc1ccc(CNc2nc3ccccc3n3nnnc23)cc1	-1	3	-4	3	14	-11	20	0.0	1
NC(=S)N=Nc1c(O)n(C2OC(=O)c3ccccc32)c2ccccc12 (stereo not given)	-4	-2[fluorescence artefact?]	-11	-8	-5	4	.	-1.4	-3

Next section; the last three above are carried over.
SMILES	p97 ATPase inh	eIF4E-4G inh	S1P4 antagonist	NPY2 pot ag	EP2 modulator	NPY-Y1 PAM-ag	EP2 antag	S1P4 ag	NPY-Y1 antag
O=C(O)CSC1c2ccccc2C(=O)N1Cc1ccccc1 (stereo not given)	4	10	-4	5	-2	12	12	2.1	5
Fc1ccc(CNc2nc3ccccc3n3nnnc23)cc1	-1	3	-4	3	14	-11	20	0.0	1
NC(=S)N=Nc1c(O)n(C2OC(=O)c3ccccc32)c2ccccc12 (stereo not given)	-4	-2[fluorescence artefact?]	-11	-8	-5	4	.	-1.4	-3
Cc1sc(NC(=O)c2ccccc2F)c(CN2CCCCC2C)c1C (stereo not given)	-2	4	-5	-9	79*	0	10	-0.3	6
COc1cccc(CNC(=O)C2(C)Oc3ccccc3NC2=O)c1 (stereo not given)	-1	9	2	14	-11	9	8	-1.1	0
C/C(CC(=O)N(C(C)C)C(C)C)=N\NC(=O)COc1ccc(Cl)cc1Cl	-3	0	-3	-11	-74	9	10	1.9	4
COc1ccc(S(=O)(=O)NC2CC3CCC2C3)cc1Cl (stereo not given)	2	-7	7	25	-16	15	13	0.1	-4
Cc1cc(C)c(NC(=O)C2CCCN2CCC(C)C)c(C)c1 (stereo not given)	-8	-1[fluorescence artefact?]	-10	3	35	1	9	-0.9	1
N=c1c(C(=O)NCc2ccc(F)cc2)cc2c(=O)n3ccccc3nc2n1Cc1ccco1	14	-9[fluorescence artefact?]	-5	6	-20	8	.	-1.0	3
NC(=O)c1ccsc1NC(=O)C1CCCCC1	-6	1	-13	31	-2	10	12	-0.3	-7
C[C@@H]1C=C(C(=O)N2CCN(Cc3ccccc3)CC2)O[C@H](OCc2ccc(CO)cc2)C1	-1	1	-18	1	-17	-2	3	0.8	0
Cc1cccc(OCC(=O)O/N=C(\N)c2ccccn2)c1C	-1	-2	3	-10	18	5	18	-1.2	1
O=S(=O)(NCCc1nnc2ccc(SCc3cccnc3)nn12)c1ccccc1	2	6	-1	-12	9	0	4	-1.2	3
Cc1nn(C)c(N)c1[N+](=O)[O-]	7	2	-3	-16	10	3	1	-0.7	.
O=C(CNC(=O)c1cc2ccccc2o1)NCc1cccs1	4	-3	-3	14	-28	-12	10	0.7	8
CCSc1nc(N2CCOCC2)c2c(c1C#N)CC(C)(C)N(C)C2	-2	-5	-27	-28	25	-17	20	2.0	0
O=C(c1cc([N+](=O)[O-])ccc1Cl)N1CCN(Cc2ccc3c(c2)OCO3)CC1	2	0	4	16	-29	-5	1	2.4	6
Oc1ccc(CN2CCCCC2)c2cccnc12	-6	-3	-16	-13	21	-5	16	2.1	3
Cc1ccc(NC(=O)c2ccnc(C(C)(C)C)c2)cc1	1	-2	-2	3	-4	4	17	0.5	-7
CO/N=C/NC(=O)c1c(OC)ccnc1Oc1ccc(Cl)cc1	1	-1[fluorescence artefact?]	-8	6	3	2	4	-0.9	-1
Cc1cccc(NC(=S)NCCSc2ccc(Cl)cc2)c1	-2	-3	4	-9	-59	-14	14	-1.8	-6
C=CC1=C(C(=O)O)N2C(=O)C(NC(=O)Cc3ccccc3)C2SC1 (stereo not given)	2	3	0	8	1	17	0	0.3	6
CCCCC1C2=C(CC(C)(C)CC2=O)OC2=C1C(=O)CC(C)(C)C2	1	3	-10	4	26	4	12	0.5	12
O=[N+]([O-])c1ccc(N2CCCCC2)s1	1	1	1	3	9	1	5	3.0	1
CCCC(=O)N(CCN(Cc1ccccc1)C(=O)CCC)Cc1ccccc1	-1	2	9	-12	-8	-15	10	-1.4	56*
COc1ccc(NC(=O)c2c(N)no[n+]2[O-])cc1	4	0	10	5	-12	12	6	-2.5	2
C=CCNC(=S)NNc1ncnc2sc3c(c12)CC(C)(C)OC3	4	6	5	6	0	-23	13	-1.2	-1
CC(=O)N1CCC(=NNc2nc3ccccc3[nH]2)CC1	1	4	-22	-19	1	-36	7	0.9	7
COc1ccc(-c2nn(-c3ccccc3)cc2CNC(C)Cn2cncn2)c(F)c1 (stereo not given)	-2	3	-3	-8	-9	-14	7	1.4	1
Cc1ccc(-c2nnc(CCC(=O)N(C)Cc3nccs3)o2)s1	4	4	-2	-14	-31	8	12	-3.1	5
COc1ccc(C(=O)n2cc(C(=O)c3cc(C)ccc3O)cn2)cc1OC	4	20	-16	8	-12	-7	3	0.2	4
COc1cc(NC(=O)Cn2nc(-c3ccc(F)cc3)ccc2=O)ccc1-n1cnnn1	-7	-1	-5	-11	-16&-33	2	7&5	-0.4	6
CC1(C)CC(=O)C(N=Nc2ccc(C(F)(F)F)cc2[N+](=O)[O-])=C(O)C1	9	2	-3	6	-13	0	10	2.5	.

Assay outcomes (PubChem BioAssay)

An excerpt; count on the stated rates, not on these rows.
